Assay outcomes as filed in PubChem.
RPL19A-GFP yeast: RPL19A-GFP expression modulators in yeast, primary screen, cell-based, S. cerevisiae, multiplex flow cytometry, MLPCN. S. cerevisiae RPL19A-GFP strain, 3 h; active compounds read low. percent response vs DMSO, % at 10 µM. 330,000 tested, 0.3% active;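 active means percent response vs DMSO below 50%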;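 further: median channel GFP fluorescence of the barcoded RPL19A-GFP strain; ratio of sample median GFP to plate DMSO average so 100% = DMSO; lower means less RPL19A-GFP as with rapamycin TOR inhibition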
MEP2 TOR yeast: modulators of MEP2-GFP levels in yeast, primary screen, S. cerevisiae, multiplex flow cytometry, MLPCN library. GFP response vs DMSO, % at 10 µM. S. cerevisiae MEP2-GFP strain, 3 h; 100% = DMSO control level. 330,000 tested, 0.51% active;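 active means GFP response versus DMSO above a set limit, roughly screen mean plus 3 SD, cut at about 180% in these data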;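 further: median GFP fluorescence of the barcode-gated MEP2-GFP cells per well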
LAP4-GFP MLPCN: modulators of LAP4-GFP expression in yeast, primary screen, S. cerevisiae, multiplex flow cytometry, MLPCN library; 3 h; median GFP as percent of DMSO wells; 320,000 tested, 0.34% active; GFP response vs DMSO, % at 10 µM;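 active means GFP response vs DMSO above a set limit, about the screen mean plus 3 SD, cut at about 150% in these data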
CIT2 TOR yeast: modulators of CIT2-GFP expression in yeast, primary screen, S. cerevisiae, GFP fusion, multiplex flow cytometry, MLPCN library; 320,000 tested, 0.065% active; AID 2029, 2009; S. cerevisiae CIT2-GFP strain, 3 h; 100 means same as DMSO wells; GFP response vs DMSO, % at 10 µM;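 active means GFP response relative to DMSO above a set limit, near the screen mean plus 3 SD, cut at about 150% in these data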;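 further: ratio of well median GFP fluorescence to mean of DMSO wells on the plate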
GRK2 inh: compounds blocking aptamer binding on GRK2 – biochemical, human GRK2, bead flow cytometry, HTS, primary screen. Beta-adrenergic receptor kinase 1 (Homo sapiens), P25098. inhibition of aptamer binding, % at 10 µM. 330,000 tested, 0.59% active. FAM-aptamer displacement from GRK2. AID 488847, 2010;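 active means inhibition of aptamer binding above 40%, roughly 3 SD of noise, on plates passing a quality check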;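 further: median bead fluorescence of bound FAM aptamer so fluorescent compounds give negative values; no value below 0 was filed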
Target sequence (P25098 whole entry, looked up): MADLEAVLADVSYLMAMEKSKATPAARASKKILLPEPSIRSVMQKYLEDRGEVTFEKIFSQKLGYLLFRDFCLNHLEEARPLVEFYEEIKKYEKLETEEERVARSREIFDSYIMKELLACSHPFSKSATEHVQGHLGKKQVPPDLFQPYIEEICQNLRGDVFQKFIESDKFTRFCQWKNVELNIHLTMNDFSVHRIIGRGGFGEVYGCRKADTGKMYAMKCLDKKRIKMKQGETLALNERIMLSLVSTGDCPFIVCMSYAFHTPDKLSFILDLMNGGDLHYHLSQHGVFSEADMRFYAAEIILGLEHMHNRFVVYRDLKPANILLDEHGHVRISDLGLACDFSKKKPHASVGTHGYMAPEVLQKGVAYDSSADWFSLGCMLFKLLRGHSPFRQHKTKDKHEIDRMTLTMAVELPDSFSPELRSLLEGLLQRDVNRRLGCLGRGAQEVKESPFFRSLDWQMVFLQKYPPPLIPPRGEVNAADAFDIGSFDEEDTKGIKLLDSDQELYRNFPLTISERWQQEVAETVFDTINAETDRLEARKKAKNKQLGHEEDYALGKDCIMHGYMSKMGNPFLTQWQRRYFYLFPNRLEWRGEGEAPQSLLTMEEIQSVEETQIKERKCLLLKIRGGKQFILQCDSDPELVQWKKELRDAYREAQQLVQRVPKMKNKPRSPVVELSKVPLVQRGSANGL
GASC-1 inh: inhibitors of GASC-1 histone demethylase, primary screen, biochemical, fluorescence, DELFIA europium | GST-JMJD2C(1-420) H3K9me3 demethylation | inhibition, % at 2.35 µM | 330,000 tested, 0.069% active | AID 2099, 2009;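 active means more than half of a compound's replicate wells show inhibition beyond 50%, single wells judged on their own value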;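 further: signal counts dimethyl H3K9 product captured on neutravidin plate; 0% = median of DMSO wells and 100% = 0.3 times that DMSO median; strong numbers were not always called active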
Target sequence (Q9H3R0 1-420 limits assumed): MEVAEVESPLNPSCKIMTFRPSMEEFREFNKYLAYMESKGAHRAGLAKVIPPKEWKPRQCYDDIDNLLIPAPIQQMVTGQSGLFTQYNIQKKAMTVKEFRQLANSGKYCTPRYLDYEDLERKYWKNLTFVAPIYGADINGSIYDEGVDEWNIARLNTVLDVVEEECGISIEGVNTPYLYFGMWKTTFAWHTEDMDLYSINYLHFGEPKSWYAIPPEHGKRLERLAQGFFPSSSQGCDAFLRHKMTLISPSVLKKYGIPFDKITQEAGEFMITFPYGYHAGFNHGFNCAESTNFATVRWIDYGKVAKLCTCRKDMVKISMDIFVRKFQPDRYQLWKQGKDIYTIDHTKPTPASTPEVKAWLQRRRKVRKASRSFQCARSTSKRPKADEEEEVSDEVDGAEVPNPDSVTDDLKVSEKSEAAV
VLA-4 inh: inhibition in human VLA-4 binding assay, primary screen, VLA-4 allosteric modulator project, MLPCN library, flow cytometry, VLA-4 expressing cells; Integrin alpha-4 (Homo sapiens), P13612; ligand binding flow cytometry; inhibition, % (about 7 µM as worked out from the volumes in the protocol); 330,000 tested, 0.2% active; AID 2557, 2010; in the data active means inhibition above about 50%
AGP1 TOR yeast: modulators of AGP1-GFP expression in yeast TOR pathway, primary screen, cell-based, multiplex flow cytometry, S. cerevisiae, MLPCN library. 3 h; GFP as percent of DMSO wells. GFP response vs DMSO, % at 10 µM. 320,000 tested, 0.02% active;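 active means GFP response relative to DMSO above a set limit, near screen average plus 3 SD, cut at about 150% in these data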;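 further: median GFP channel fluorescence of the gated AGP1 strain per well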
Starred values were filed as active, the others as inactive; / = not tested or not shown.

RPL19A-GFP yeast	MEP2 TOR yeast	LAP4-GFP MLPCN	CIT2 TOR yeast	GRK2 inh	GASC-1 inh	VLA-4 inh	AGP1 TOR yeast	SMILES
102.1	114.3	101.2	104.0	1.0	9.3	-6.9	99.6	NS(=O)(=O)c1cccc(NC(=O)COC(=O)c2ccccc2SCC(=O)N2CCCC2)c1
98.4	101.4	94.8	101.6	0.0	4.0	-5.1	96.8	COc1cc(C)ccc1OCCOCCOc1cccc2ccc(C)nc12
103.5	91.9	87.7	102.6	2.0	-1.1	9.8	98.0	O=C(CC(n1cncn1)C(Cl)(Cl)Cl)c1ccc([N+](=O)[O-])cc1 (stereo not drawn)
97.9	99.2	101.6	97.8	0.0	-1.5	-18.7	104.3	Cc1cc(C)c(-c2csc(NC(=O)CCCc3nc4ccccc4c(=O)[nH]3)n2)c(C)c1
98.7	100.2	102.2	100.4	0.0	10.4	1.4	105.4	Cc1cccc(-n2ccnc2SCC(=O)O)c1C
100.4	97.3	93.5	93.4	7.0	0.8	-7.2	98.2	Cn1c(=O)c(NCCO)c2c3c(cccc31)C(=O)c1ccccc1-2
102.7	109.2	105.0	107.5	24.0	1.3	20.4	112.0	Cc1cc(N)ccc1NC(=O)c1ccccc1
96.5	98.7	101.1	89.8	2.0	-1.9	20.5	88.6	CCOc1ccc(C2=Nc3ccc(Br)cc3C(c3ccc(N4CCOCC4)cc3)=NN2)cc1
100.6	106.3	97.7	110.1	6.0	/	-3.8	102.7	CN(CC(=O)Nc1ccc(N2CCOCC2)cc1)CC(=O)Nc1ccc(C(F)(F)F)cc1
100.6	102.2	94.7	107.6	0.0	9.7	2.4	103.9	CCOC(=O)Nc1ccc(N2CCOCC2)c(S(=O)(=O)Nc2ccc(Cl)cc2)c1
103.5	101.8	87.8	99.8	1.0	-1.8	-11.4	104.5	CC(=O)Nc1ccc(N2CCN(Cc3ccccc3F)CC2)cc1
97.5	96.2	87.7	100.6	1.0	17.3	-2.9	95.1	COc1ccccc1NC(=O)CSc1nc2ccccc2c(=O)n1CC1CCCO1 (stereo not drawn)
108.2	114.4	121.0	111.5	0.0	1.2	5.1	116.5	COc1cccc(Nc2ncnc3ccccc23)c1
100.4	98.6	105.2	114.2	0.0	5.8	-7.2	101.2	Cc1ccc(N2CC(C(=O)Nc3c4c(nn3C(C)(C)C)CS(=O)(=O)C4)CC2=O)cc1 (stereo not drawn)
106.2	115.0	99.9	106.8	0.0	8.4	4.9	117.8	CC1CCN(C2(O)C(=O)Nc3ccc(Cl)cc32)CC1 (stereo not drawn)
98.1	101.3	101.4	109.4	3.0	2.6	-9.5	105.3	CC1(C)Cc2c(c(N3CCCC3)[nH]c(=S)c2C#N)CO1
102.3	101.6	81.9	106.1	0.0	-9.0	-2.5	102.1	CCOc1cc(C2NC(=O)NC(O)(C(F)(F)F)C2C(=O)c2ccc(OC)cc2)ccc1O (stereo not drawn)
89.4	95.8	88.5	89.6	3.0	-9.9	-1.0	88.9	CCN(CC)C(=O)Nc1c(C)n(C)n(-c2ccccc2)c1=O
103.4	103.7	105.4	99.4	4.0	-2.8	18.2	111.3	Cc1nc(NC(=O)C23CCC(C)(C(=O)O2)C3(C)C)sc1C (stereo not drawn)
112.7	118.9	102.5	100.4	0.0	3.5	0.9	102.8	COc1ccc(NC(=O)CCCCCn2nnc3ccccc3c2=O)cc1
97.0	103.9	100.9	99.9	11.0	-0.2	-10.6	108.7	COc1ccc(C(=O)Nc2nc(C)c(C(=O)N(C)C)s2)cc1OC
95.2	98.1	99.1	95.8	2.0	-2.2	0.9	96.8	Cc1cc(C)nc(SCNC(=O)c2ccc(F)cc2)n1
99.7	107.3	103.9	103.0	0.0	-1.3	13.3	100.9	CCOC(=O)c1sc2nc(SCC#N)n(CCCN3CCCC3=O)c(=O)c2c1C
93.4	96.9	122.7	93.7	0.0	-1.2	9.4	103.3	Cc1ccc(S(=O)(=O)N(C)c2ccc(OCC(=O)Nc3nc(-c4ccccc4)cs3)cc2)cc1
110.3	98.8	106.5	105.5	5.0	0.2	4.0	118.3	O=S(=O)(c1cccc2cccnc12)n1cnc2ccccc21
94.1	98.4	95.8	98.0	0.0	0.8	21.2	98.0	Cc1ccc(S(=O)(=O)NCC(=O)OCC(=O)N(C)C2CCCCC2)cc1
111.5	113.3	113.1	105.8	5.0	4.6	6.9	111.5	Clc1ccc(-c2csc3ncnc(NCCN4CCOCC4)c23)cc1
95.7	90.9	/	96.4	0.0	29.4	9.5	94.6	CCC(=O)N1CCc2cc(S(=O)(=O)NCCCN(CC)Cc3ccccc3)ccc21
99.7	98.4	95.5	98.9	0.0	3.3	13.2	100.9	O=C(O)c1ccc(CNCc2cccc(Oc3ccccc3)c2)cc1
99.6	120.0	102.3	106.1	0.0	-1.6	-4.0	98.3	Cc1cccc(CCNC(=O)C2CCN(S(=O)(=O)c3cccc4cccnc34)CC2)c1
101.0	105.9	102.6	102.4	3.0	7.1	9.6	106.3	Cc1ccc(NC(=O)CSCC(=O)N2CCN(C(=O)c3ccco3)CC2)cc1
102.0	106.0	92.5	104.1	1.0	16.0	4.7	103.4	Cc1ccnc(NS(=O)(=O)c2ccc(NC(=O)CC(C)c3ccccc3)cc2)n1 (stereo not drawn)
95.6	99.8	106.4	94.2	0.0	13.6	-0.8	101.0	Cc1ccccc1NC(=O)Cn1c(CCC(=O)O)ccc1-c1cccs1
107.3	104.9	85.9	123.8	0.0	-3.1	-12.6	96.2	COC(=O)c1nn(-c2ccccc2)c(=O)cc1Oc1ccccc1
118.2	90.5	81.5	75.7	1.0	-1.6	-7.8	81.4	COc1ccc(N2C(=O)c3ccccc3NC2c2ccc(OC)c(CSc3ccccn3)c2)cc1 (stereo not drawn)
88.3	103.3	171.3*	82.2	0.0	/	8.7	92.7	O=C(C#Cc1cccc([N+](=O)[O-])c1)c1ccccc1
103.6	103.8	111.3	113.8	0.0	2.5	-8.8	107.8	Cc1noc(C)c1CSCC(=O)OCc1nc2ccccc2c(=O)n1CC#N
97.0	94.0	88.2	/	0.0	4.4	-10.2	95.7	COC(=O)CCCCCc1ccc(C(C)=O)s1
96.2	106.8	101.0	91.1	1.0	8.9	2.5	103.7	O=C(Nc1ccccc1C(=O)N1CCCCCC1)c1ccc(Cl)cc1
107.2	97.8	94.0	99.1	0.0	0.7	1.0	100.2	CN1C(=O)CSc2ccc(NC(=O)N3CCN(c4ccccc4)CC3)cc21
99.0	95.2	100.4	88.2	0.0	-2.0	4.5	99.5	Cc1ccc(N(C(C)C(=O)N2CCC(C)CC2)S(C)(=O)=O)cc1C (stereo not drawn)
105.7	104.7	107.5	97.8	0.0	-0.6	14.0	112.9	FC(F)(F)C1CC(c2cccs2)Nc2ncnn21 (stereo not drawn)
101.3	102.2	98.8	103.6	0.0	-4.4	-23.4	102.2	COc1cccc(N2CCN(c3ncnc4c3cnn4-c3ccc(C)cc3C)CC2)c1
102.4	101.2	100.6	105.1	2.0	15.5	3.9	104.2	S=c1[nH]nc(-c2ccncc2)n1CC1CCCO1 (stereo not drawn)
99.2	99.6	98.6	98.4	1.0	5.3	-4.0	99.7	O=C(CCl)N1CCN(S(=O)(=O)c2ccc3c(c2)OCCCO3)CC1
94.0	96.9	97.1	96.9	0.0	16.0	1.7	95.9	Cn1c(=O)n(C)c2cc(NS(=O)(=O)c3ccc(Cl)s3)ccc21
101.6	103.4	93.0	105.3	1.0	-4.7	7.7	99.4	CC1CCCC(NC(=O)COC(=O)CN2C(=O)C3CCCCC3C2=O)C1C (stereo not drawn)
104.1	106.5	102.7	105.5	1.0	-2.0	2.1	102.7	CCN(CC)CC(=O)c1c[nH]c2ccc(C)cc12
101.8	102.6	108.4	110.6	1.0	9.5	1.4	103.1	CCOc1ncccc1C(=O)Nc1cc(S(=O)(=O)N2CCOCC2)ccc1N1CCCC1
98.5	101.7	101.1	106.3	0.0	42.5	24.2	105.7	CN(C)c1nc2n(c(=S)n1)CCS2
/	100.1	98.1	88.2	0.0	-1.2	29.2	93.8	O=C(CSc1ccc(Cl)cc1Cl)N1CCC(c2nc3ccccc3s2)CC1
93.2	95.0	94.8	101.2	2.0	-4.3	-2.3	99.8	CCCCc1nc2cc(C(=O)NCc3cc(C)n(C)n3)ccc2o1
96.2	103.9	96.4	89.0	0.0	-2.5	4.8	95.9	OCCN(Cc1ccccc1)Cc1ccc(Cl)cc1Cl
101.1	98.4	96.7	/	1.0	-9.7	0.7	101.8	CC(C)Oc1ccc(C(CC(=O)O)NC(=O)C(Sc2ccccc2)c2ccccc2)cc1 (stereo not drawn)
101.1	97.0	105.2	104.3	2.0	-1.6	2.2	104.5	CN(C)CCCNc1nc(-c2ccccc2)c2c(c1C#N)CC(C)(C)OC2
110.1	110.4	96.0	107.3	1.0	0.2	-4.0	106.2	CC(=O)Cc1nsc(NC(=O)c2cccc(F)c2)n1

Entries of single compounds as entered above. Order of values: RPL19A-GFP yeast	MEP2 TOR yeast	LAP4-GFP MLPCN	CIT2 TOR yeast	GRK2 inh	GASC-1 inh	VLA-4 inh	AGP1 TOR yeast
OCCN(Cc1ccccc1)Cc1ccc(Cl)cc1Cl is listed as 96.2	103.9	96.4	89.0	0.0	-2.5	4.8	95.9
CCOc1ncccc1C(=O)Nc1cc(S(=O)(=O)N2CCOCC2)ccc1N1CCCC1 is listed as 101.8	102.6	108.4	110.6	1.0	9.5	1.4	103.1
CN(C)c1nc2n(c(=S)n1)CCS2 is listed as 98.5	101.7	101.1	106.3	0.0	42.5	24.2	105.7
CN(C)CCCNc1nc(-c2ccccc2)c2c(c1C#N)CC(C)(C)OC2 is listed as 101.1	97.0	105.2	104.3	2.0	-1.6	2.2	104.5

Next section
RPL19A-GFP yeast	MEP2 TOR yeast	LAP4-GFP MLPCN	CIT2 TOR yeast	GRK2 inh	GASC-1 inh	VLA-4 inh	AGP1 TOR yeast	SMILES
90.8	89.5	92.8	80.4	0.0	6.0	-36.4	87.0	Cc1ccc(C)c(OCC(=O)N2CCN(c3ncccn3)CC2)c1
98.1	106.8	102.7	80.4	0.0	-8.6	16.1	92.7	CCc1ccc(S(=O)(=O)NCc2csc(-c3ccccc3)n2)s1
107.1	136.4	106.8	113.0	0.0	-2.3	1.1	108.1	CCN(CC)CCNC(=O)NC(=O)c1ccc(Cl)cc1
102.2	98.7	98.0	105.1	0.0	1.7	2.6	100.9	O=C(CN1C(=O)CCSc2ccccc21)Nc1ccc2c(c1)OCO2
103.3	101.9	97.6	94.8	2.0	2.8	3.3	98.6	CCOc1ccc(CCNC(=O)COC(=O)c2ccc(OC(C)C)cc2)cc1OCC
94.0	96.9	86.1	94.7	0.0	-2.7	8.1	90.6	O=C(CSc1nnc2c(Cl)cc(Cl)cn12)NC1CCS(=O)(=O)C1 (stereo not drawn)
101.2	106.0	105.3	107.6	0.0	-3.9	-0.8	100.2	CN(C)c1ncc(C(=O)O)cn1
102.7	101.2	86.4	99.5	0.0	-2.4	7.5	95.5	CCc1ccc(S(=O)(=O)NCCc2csc(C)n2)s1
100.2	105.3	110.8	107.7	0.0	-2.8	-5.0	110.2	COc1cccc(NC(=O)CN(C)C(C)C(=O)Nc2ccc(S(=O)(=O)N3CCOCC3)cc2)c1 (stereo not drawn)
102.0	104.7	104.8	111.3	0.0	4.4	34.0	107.0	Cc1cc(C(=O)O)c(C)n1Cc1ccncc1
102.4	108.0	106.2	103.7	1.0	0.2	-7.5	111.2	O=C(NCc1ccccc1Cl)c1ccc(Cn2cc(C(F)(F)F)ccc2=O)cc1
